# Assay outcomes (PubChem BioAssay)
# LYPLA1 counter: LYPLA1 inhibitors, primary screen, counter-screen for PME1 inhibitor project, biochemical, fluorescence polarization, FP-Rh probe ABPP | recombinant LYPLA1 | inhibition, % at 5.9 µM | Acyl-protein thioesterase 1 (Homo sapiens), O75608 | AID 2174, 2009 | actives 0.16% (n = 320,000);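 active = inhibition above the mean of all tested compounds plus 3 SD, set per campaign, cut at about 14% in these data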;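 also: inhibitors block serine hydrolase probe labeling of LYPLA1 so polarization falls; 0% = enzyme with DMSO and 100% = wells lacking LYPLA1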
# Target sequence (O75608 whole entry, looked up): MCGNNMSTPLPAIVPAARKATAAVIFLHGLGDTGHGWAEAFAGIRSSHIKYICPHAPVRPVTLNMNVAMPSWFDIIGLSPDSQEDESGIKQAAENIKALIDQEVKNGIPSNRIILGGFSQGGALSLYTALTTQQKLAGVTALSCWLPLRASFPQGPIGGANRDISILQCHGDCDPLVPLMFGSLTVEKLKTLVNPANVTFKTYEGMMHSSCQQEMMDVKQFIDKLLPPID
# PAFAH1B2 FP inh: PAFAH1B2 enzyme inhibitors, primary screen, biochemical, fluorescence polarization, human. inhibition, % at 3.39 µM. Platelet-activating factor acetylhydrolase IB subunit alpha2 (Homo sapiens), P68402. actives 1.2% (n = 340,000). recombinant PAFAH1B2, FP-rhodamine activity probe. AID 492953, 2010;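 active = inhibition above the mean of all tested compounds plus 3 SD, cut at about 24% in these data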;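 also: 0% = enzyme with DMSO and 100% = wells lacking PAFAH1B2; many of its hits are not listed in these tables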
# GSTO1 inh: inhibitors of recombinant GSTO1, primary screen, counter-screen for RBBP9 inhibitor project, biochemical, fluorescence polarization; actives 1.1% (n = 300,000); AID 1974, 2009; activity-based probe fluorescence polarization; inhibition, % at 5.96 µM; Glutathione S-transferase omega-1 (Homo sapiens), P78417;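 active = inhibition above the campaign mean inhibition plus 3 SD, cut at about 35% in these data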;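 also: 0% = GSTO1-1 with DMSO and 100% = wells lacking GSTO1-1 enzyme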
# PME-1 inh: PME-1 inhibitors via competitive probe labeling, primary screen, biochemical, fluorescence polarization, FP-Rh probe, HTS; recombinant PME-1; inhibition, % at 5.9 µM; actives 0.53% (n = 320,000);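 active = inhibition above the campaign mean of all compounds plus 3 SD, cut at about 26% in these data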;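 also: competitive labeling of PME-1 active site by serine hydrolase directed probe; 0% = PME-1 with DMSO and 100% = wells lacking PME-1 enzyme; inhibitors block probe labeling so polarization falls and inhibition rises; many of its hits are not listed in these tables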
# LYPLA2 counter: LYPLA2 inhibitors, primary screen, counter-screen for PME1 inhibitor project, biochemical, fluorescence polarization, FP-Rh probe ABPP; recombinant LYPLA2; inhibition, % at 5.9 µM; actives 0.38% (n = 320,000); AID 2177, 2009;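 active = inhibition above the screen-wide mean plus 3 SD, limit set per campaign, cut at about 26% in these data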;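 also: 0% = LYPLA2 with DMSO and 100% = wells lacking LYPLA2 enzyme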
# Target sequence (O95372 whole entry, looked up): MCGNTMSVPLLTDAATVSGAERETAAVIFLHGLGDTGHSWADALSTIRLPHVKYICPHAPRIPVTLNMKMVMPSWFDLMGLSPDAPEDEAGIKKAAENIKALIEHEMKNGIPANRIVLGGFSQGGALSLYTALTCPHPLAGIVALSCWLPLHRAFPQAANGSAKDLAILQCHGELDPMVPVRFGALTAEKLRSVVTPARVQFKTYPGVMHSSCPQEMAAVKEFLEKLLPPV
# PAD4 inh: human PAD4 inhibitors, primary screen, biochemical, fluorescence polarization, 1536-well format; inhibition, % at 6.36 µM; AID 485272, 2010; actives 0.41% (n = 330,000); recombinant PAD4, RCA probe fluorescence polarization;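 active = percent inhibition above a cutoff equal to the mean of all tested compounds plus 3 SD, cut at about 15% in these data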;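 also: 0% = PAD4 with RCA probe and DMSO and 100% = probe without PAD4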
# PREPL inhibitor: PREPL enzyme inhibitors, primary screen, biochemical, fluorescence polarization; inhibition, % at 5.96 µM; recombinant PREPL, fluorescence polarization activity-based probe; actives 0.68% (n = 320,000); in the data active = inhibition above about 43%;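 also: 0% = enzyme with DMSO and 100% = wells lacking enzyme; many of its hits are not listed in these tables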
# PAFAH1B3 FP inh: PAFAH1B3 enzyme inhibitors, primary screen, biochemical, fluorescence polarization, human. Platelet-activating factor acetylhydrolase IB subunit alpha1 (Homo sapiens), Q15102. recombinant PAFAH1B3, FP-rhodamine probe. inhibition, % at 3.39 µM. actives 0.28% (n = 340,000). AID 492972, 2010;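 active = inhibition above the screen-wide average of all tested compounds plus 3 SD, cut at about 25% in these data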;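 also: 0% = enzyme with DMSO only and 100% = wells lacking PAFAH1B3 protein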
# pPAFAH FP inh: pPAFAH enzyme inhibitors, primary screen, biochemical, fluorescence polarization, human; actives 1.5% (n = 330,000); inhibition, % at 3.39 µM; recombinant pPAFAH, FP-rhodamine probe fluorescence polarization; AID 463082, 2010;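 active = inhibition above the mean inhibition across the screen plus 3 SD, cut at about 25% in these data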;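 also: inhibitors block binding of the rhodamine activity-based probe so polarization drops; 0% = enzyme with DMSO and 100% = wells lacking pPAFAH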
# Target sequence (Q13093 whole entry, looked up): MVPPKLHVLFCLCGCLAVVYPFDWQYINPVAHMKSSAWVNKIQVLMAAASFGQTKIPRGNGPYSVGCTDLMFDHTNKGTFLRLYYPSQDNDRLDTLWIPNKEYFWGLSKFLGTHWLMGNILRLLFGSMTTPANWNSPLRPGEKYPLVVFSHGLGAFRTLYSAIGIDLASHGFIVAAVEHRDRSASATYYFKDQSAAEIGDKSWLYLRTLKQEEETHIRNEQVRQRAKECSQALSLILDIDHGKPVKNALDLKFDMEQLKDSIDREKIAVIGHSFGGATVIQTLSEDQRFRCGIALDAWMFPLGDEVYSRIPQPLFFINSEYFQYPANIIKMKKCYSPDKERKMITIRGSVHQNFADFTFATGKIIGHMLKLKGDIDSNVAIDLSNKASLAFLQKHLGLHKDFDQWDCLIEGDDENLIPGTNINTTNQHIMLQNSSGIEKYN
# Starred values were filed as active, the others as inactive; x = no result given. This is a subset; the hit share may differ from the screen's.
nr	Structure	LYPLA1 counter	PAFAH1B2 FP inh	GSTO1 inh	PME-1 inh	LYPLA2 counter	PAD4 inh	PREPL inhibitor	PAFAH1B3 FP inh	pPAFAH FP inh
1	Cc1cc2c(cc(C(=O)OC(C(=O)NCC3CCCO3)C(C)C)n2C)o1 (configuration not stated)	-1	-3	1	3	-3	-1	-3	-1	0
2	COc1ccc(C)cc1NC(=O)NCCCCc1ccccc1	-2	2	-1	-1	-1	-4	10	1	5
3	Oc1ccccc1-c1nnc(SCCN2CCOCC2)n1Cc1ccccc1	-1	6	19	3	1	-4	9	22	3
4	CCn1c(=O)c2ccccc2n(Cc2ccccc2C)c1=O	-2	2	2	-1	-3	0	-10	-1	0
5	Cc1ccccc1NC(=S)NC(=O)C1CCCCC1	1	0	-6	-2	9	-2	2	3	4
6	CCCCN(C)CCNC(=O)C1CCCN(S(=O)(=O)c2cccc3nsnc23)C1 (configuration not stated)	4	6	-1	-2	3	-3	-25	3	6
7	C=CCn1c(C)cc(C(=O)CSc2nnc(NC(C)C)s2)c1C	3	3	1	3	0	-1	1	10	2
8	CC(C)(C)c1csc(N(CCC#N)CCC#N)n1	1	5	5	-2	2	0	7	7	1
9	COc1ccc(OC)c(N(CC(=O)Nc2cccc(C(F)(F)F)c2)S(C)(=O)=O)c1	0	3	4	1	5	-1	-6	-4	1
10	CC(=O)Nc1ccc(S(=O)(=O)Nc2cccc3[nH]ncc23)cc1	1	-2	5	6	6	-5	8	9	10
11	COc1ccc(N2CC(C(=O)Nc3nnc(SCc4cccnc4)s3)CC2=O)cc1 (configuration not stated)	-3	-1	-5	-2	7	0	15	3	1
12	COc1ccc(-n2cnc(N)c2C(=O)c2cccc([N+](=O)[O-])c2)cc1	-3	2	3	5	4	-5	6	-3	1
13	CC(NC(=O)C(=O)NN=C1CCCCCC1)c1ccccc1 (configuration not stated)	-2	2	0	1	4	-1	-2	6	6
14	CCOc1ccc(-n2cnnn2)cc1S(=O)(=O)NCc1ccccc1	1	0	1	4	1	1	2	9	-1
15	O=C(/C=C/c1ccccc1Cl)Nc1cccnc1	-9	2	-10	-5	6	-6	3	2	2

# The results go on:
nr	Structure	LYPLA1 counter	PAFAH1B2 FP inh	GSTO1 inh	PME-1 inh	LYPLA2 counter	PAD4 inh	PREPL inhibitor	PAFAH1B3 FP inh	pPAFAH FP inh
16	CC(=O)Nc1ccc2c(c1)nc(CCN1CCN(C)CC1)n2C	2	-3	3	-3	6	0	-4	3	4
17	CC1CC(C)CN(CCCNC(=O)c2csc3c2CCCC3)C1 (configuration not stated)	0	-3	-2	0	-4	-2	6	-3	-5
18	COCCn1c(SCC(N)=O)nc2c(c1=O)SC(C)C2 (configuration not stated)	0	-1	6	-3	3	-1	-2	4	-3
19	Cc1cccc(NCC(=O)N/N=C\c2c[nH]c3ccccc23)c1	-3	1	2	14	0	1	8	2	6
20	CC(=O)c1ccc(OC(=O)c2ccc(-n3nc(C)cc3C)cc2)cc1	2	6	1	4	9	-3	-1	10	8
21	O=C(O)C1C2C=CC(C2)C1C(=O)NCCc1ccccc1 (configuration not stated)	0	9	5	-3	4	-4	5	11	3
22	COc1ccc(CNC(=O)CC2C[C@H](C(=O)N(C(C)C)C(C)C)[C@@]3(C)c4[nH]c5ccccc5c4CCN3C2=O)cc1OC (some centres not stated)	x	1	x	x	x	2	20	6	-2
23	O=C(c1cccs1)N1CCC(c2nc3ccccc3s2)CC1	1	4	5	12	4	7	13	-3	9
24	Clc1ccc(C[n+]2cc(-c3ccccc3)n3c2CCC3)cc1	0	7	5	1	0	-3	23	10	-2
25	COc1ccccc1N/C(=N/S(=O)(=O)c1ccc(C)cc1)c1ccc(Cl)cc1	-2	8	7	-4	-5	5	-31	3	-6
26	Cc1cccc(C)c1NC(=O)Cn1cnc2c(=O)n(C)c(=O)n(C)c21	4	2	-4	-12	5	-4	12	4	4
27	CCC(C)n1c(SCC(=O)NC2CCS(=O)(=O)C2)nc2ccccc2c1=O (configuration not stated)	2	6	1	0	0	-1	-2	10	0
28	CCN(CC)S(=O)(=O)c1ccc(OC)c(NC(=O)c2ccc(-n3cncn3)c([N+](=O)[O-])c2)c1	1	6	7	2	-2	5	5	5	6
29	CC(Sc1nnc2ccccn12)C(=O)NCc1ccc2c(c1)OCO2 (configuration not stated)	2	2	-1	-6	-2	-1	-6	2	4
30	CCOC(=O)c1nnn(-c2nonc2N)c1-c1ccc(Cl)cc1	1	0	-3	3	0	-5	14	-2	1

# More entries.
nr	Structure	LYPLA1 counter	PAFAH1B2 FP inh	GSTO1 inh	PME-1 inh	LYPLA2 counter	PAD4 inh	PREPL inhibitor	PAFAH1B3 FP inh	pPAFAH FP inh
31	CCOC(=O)N1CCN(C(=O)c2c(-c3ccccc3Cl)noc2C)CC1	-1	-1	5	-5	-6	-4	6	-10	-3
32	COc1ccc(-n2c(C)c([N+](=O)[O-])c3ccc(O)c(CN4CCCCC4)c32)cc1	54*	-1	10	19	25	0	38	-2	6
33	O=C(NC(=S)NNC(=O)c1ccccc1O)c1cccnc1	4	19	-4	3	-2	-1	4	26*	16
34	CC(OC(=O)CC1CCCC1)C(=O)Nc1ccc(Cl)cn1 (configuration not stated)	-2	2	2	-1	-1	-3	0	2	8
35	CCOc1ccc(Cc2nnc(SCC(=O)c3ccc(OC)cc3)o2)cc1	2	-1	25	6	8	0	4	-8	2
36	CC(=O)NC(C)c1nc2ccccc2n1C(C)C (configuration not stated)	3	-2	7	2	7	-1	-7	-1	4
37	COC(=O)c1cc(=O)n(C2CC2)c(=NC2CC2)s1	-1	2	6	-2	-4	0	9	0	1
38	CNC[C@H]1Oc2c(NC(=O)c3ccc(-c4nccs4)cc3)cccc2C(=O)N([C@@H](C)CO)C[C@@H]1C	x	-3	x	x	x	-3	3	10	0
39	Cn1ccc(C(=O)Oc2ccc(C(=O)Nc3ccc(F)cc3F)cc2)n1	-2	5	0	-7	-1	-3	25	-2	-6
40	Cc1c(Br)c([N+](=O)[O-])nn1CC(=O)Nc1sc2c(c1C(=O)OC(C)C)CCCC2	3	3	1	-6	2	-8	11	-1	-6
41	Cc1nnc(-c2cnn(C)c2N)n1Cc1ccccc1	1	8	-2	1	7	3	7	0	2
42	Cc1cccc(-n2ncc3c2CCCC3NC(=O)C2CCOCC2)c1C (configuration not stated)	-1	7	7	0	-2	-2	-1	11	1
43	CNC(=S)NC1(C)CCS(=O)(=O)C1 (configuration not stated)	5	x	4	-4	4	2	7	x	0
44	CCOc1ccc(Br)cc1C(=S)N1CCCC1	0	5	7	0	-2	-1	7	1	-1
45	CC(Sc1cccc[n+]1[O-])C(=O)Nc1cc(Cl)c(Cl)cc1Cl (configuration not stated)	x	8	x	x	x	4	8	3	6

# Following part:
nr	Structure	LYPLA1 counter	PAFAH1B2 FP inh	GSTO1 inh	PME-1 inh	LYPLA2 counter	PAD4 inh	PREPL inhibitor	PAFAH1B3 FP inh	pPAFAH FP inh
46	CC(=O)c1cccc(NC(=O)N2C3CCC2CC(NC(=O)Nc2ccccc2)C3)c1 (configuration not stated)	3	2	-3	-9	4	6	5	0	-1
47	CCS(=O)(=O)N1CCC(NC(C)=O)(c2ccccc2)CC1	3	3	0	-3	2	1	-8	-10	2
48	CC(C)NS(=O)(=O)c1ccc(OCC(=O)NCCC2=CCCCC2)cc1	-5	0	2	0	3	0	5	6	8
49	CN(C(=O)C1CCCCC1)C1(C)CCS(=O)(=O)C1 (configuration not stated)	4	0	8	5	1	-1	0	7	-1
50	O=C1CC(C(=O)Nc2ncccn2)C(c2ccccc2)O1 (configuration not stated)	0	5	-3	1	2	2	4	5	1
51	COc1ccc(CC(=O)N2CC(C)CC(C)C2)cc1OC (configuration not stated)	-2	9	4	-6	10	-1	7	3	3
52	CCOc1ccccc1C(=O)NC1CC2CCCC(C1)N2C1CC1 (configuration not stated)	-1	1	4	0	-4	-2	1	9	7
53	CCN(CC(=O)Nc1ccc(NC(C)=O)cc1)C(=O)C(c1ccccc1)c1ccccc1	1	1	5	-1	1	5	6	7	9
54	CSCCC(NC(=O)c1cncc(Br)c1)C(=O)O (configuration not stated)	2	-1	0	-6	-6	-2	2	-5	-5
55	Cc1cc(=O)[nH]c2c1cnn2C(C)c1ccccc1 (configuration not stated)	-2	4	4	3	1	-2	12	13	-1
56	Cc1c(C)n(Cc2ccccc2)c2ncnc(NCCO)c12	-3	2	1	-5	-6	-5	-25	0	5
57	O=C(C1CCC(=O)N1C1CCCCC1)N1CCN(c2ccc(F)cc2)CC1 (configuration not stated)	-1	-3	2	7	-3	-4	41	1	-1
58	COc1ccc(-c2nnc(SCC(=O)N(Cc3ccccc3)C(C)(C)C)o2)cc1OC	-1	1	0	4	-5	4	-5	5	-4

# By substructure: those above containing an aryl methoxy group (eleven)
nr	Structure	LYPLA1 counter	PAFAH1B2 FP inh	GSTO1 inh	PME-1 inh	LYPLA2 counter	PAD4 inh	PREPL inhibitor	PAFAH1B3 FP inh	pPAFAH FP inh
2	COc1ccc(C)cc1NC(=O)NCCCCc1ccccc1	-2	2	-1	-1	-1	-4	10	1	5
9	COc1ccc(OC)c(N(CC(=O)Nc2cccc(C(F)(F)F)c2)S(C)(=O)=O)c1	0	3	4	1	5	-1	-6	-4	1
11	COc1ccc(N2CC(C(=O)Nc3nnc(SCc4cccnc4)s3)CC2=O)cc1 (configuration not stated)	-3	-1	-5	-2	7	0	15	3	1
12	COc1ccc(-n2cnc(N)c2C(=O)c2cccc([N+](=O)[O-])c2)cc1	-3	2	3	5	4	-5	6	-3	1
22	COc1ccc(CNC(=O)CC2C[C@H](C(=O)N(C(C)C)C(C)C)[C@@]3(C)c4[nH]c5ccccc5c4CCN3C2=O)cc1OC (some centres not stated)	x	1	x	x	x	2	20	6	-2
25	COc1ccccc1N/C(=N/S(=O)(=O)c1ccc(C)cc1)c1ccc(Cl)cc1	-2	8	7	-4	-5	5	-31	3	-6
28	CCN(CC)S(=O)(=O)c1ccc(OC)c(NC(=O)c2ccc(-n3cncn3)c([N+](=O)[O-])c2)c1	1	6	7	2	-2	5	5	5	6
32	COc1ccc(-n2c(C)c([N+](=O)[O-])c3ccc(O)c(CN4CCCCC4)c32)cc1	54*	-1	10	19	25	0	38	-2	6
35	CCOc1ccc(Cc2nnc(SCC(=O)c3ccc(OC)cc3)o2)cc1	2	-1	25	6	8	0	4	-8	2
51	COc1ccc(CC(=O)N2CC(C)CC(C)C2)cc1OC (configuration not stated)	-2	9	4	-6	10	-1	7	3	3
58	COc1ccc(-c2nnc(SCC(=O)N(Cc3ccccc3)C(C)(C)C)o2)cc1OC	-1	1	0	4	-5	4	-5	5	-4
